Screening results as filed in PubChem BioAssay.
ER stress death = protection against thapsigargin ER stress killing – CSM14.1 cells, ATP luminescence, primary screen | relative survival (cellular ATP), % at 15 µg/mL (by protocol) | AID 1010, 2008 | CSM14.1 thapsigargin ER stress survival | 48,000 compounds, 0.33% hits;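 active = survival measured by cellular ATP above 50% at 15 µg/ml in the first screen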;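 note: cell death triggered by about 15 µM thapsigargin; ATP read 24 h after thapsigargin was added; plate controls were thapsigargin with DMSO for no effect and DMSO without thapsigargin for full effect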
* hit, by the source's call. Only part of the results is shown; the hit share may differ from the screen's.

`CCOC(=O)NC(NC(=S)Nc1ccc(NC(C)=O)cc1)C(Cl)(Cl)Cl` (stereo not drawn) gave ER stress death 9.
`CC(=O)c1ccc(Nc2nc(NCCO)nc(OC(C(F)(F)F)C(F)(F)F)n2)cc1` gave ER stress death 7.
`Cc1cccc(OCC(=O)Nc2ccccc2CO)c1` gave ER stress death -4.
c1ccc2sc(SCCCN3CCCCC3)nc2c1 was read as ER stress death -18.
Screening CS(=O)(=O)c1ccc2nc(NC(=O)COc3ccc(Cl)cc3Cl)sc2c1 returned ER stress death 0.
`O=C(c1ccccc1)c1cc2c(cc1Cl)OCCO2` gave ER stress death 8.
`O=C(O)c1ccc(/C=N/Nc2nncc(=O)[nH]2)cc1` gave ER stress death 0.
`CC(CNC(=O)c1ccc(Br)cc1)CN(C)C` (stereo not drawn) gave ER stress death -9.
For Cc1ccc2c(c1)C(c1ccc(Cl)cc1Cl)CC(=O)N2 (stereo not drawn) the results were ER stress death 2.
O=C(N/N=C\c1ccccn1)c1c[nH]c2ccccc12 was read as ER stress death 21.
CC(C)N(C(=O)c1ccc(C(=O)NCc2ccc(S(N)(=O)=O)cc2)cc1)C(C)C was read as ER stress death 6.
Screening CC1=NN(c2cccc(C(=O)O)c2)C(=O)/C1=C\c1ccc(-c2ccc(Cl)c(C(=O)O)c2)o1 returned ER stress death -6.
For Cc1ccccc1NC(=S)NCCOc1ccccc1Cc1ccccc1 the results were ER stress death 5.
Screening Cc1ccccc1N1CCN(C(=S)c2ccc(Cl)cc2)CC1 returned ER stress death 16.
Screening O=c1c(C=NCCCO)c(-c2ccccc2)[nH]n1-c1nc2ccccc2s1 returned ER stress death -6.
Screening COc1ccc(C)cc1NC(=O)c1ccc(Cl)c(Cl)c1 returned ER stress death 7.
COc1ccc(CC(=O)N=Nc2c(O)n(CN3CCN(C)CC3)c3ccccc23)cc1 was read as ER stress death -2.
For Cc1ccc(-n2c(C)c([N+](=O)[O-])c3ccc(O)cc32)cc1 the results were ER stress death 0.
For O=C(Nc1nnc(COc2ccc(C3CCCCC3)cc2)s1)c1ccccc1 the results were ER stress death 5.
`COc1ccc(N(CC(=O)Nc2ccccc2Br)S(=O)(=O)c2ccccc2)cc1Cl` gave ER stress death 2.
CSc1ccc(/C=C(/NC(=O)c2ccccc2)c2nc3ccccc3[nH]2)cc1 was read as ER stress death 7.
`COc1ccc(OC)c(NC(=O)CN(c2cccc(Cl)c2)S(=O)(=O)c2ccccc2)c1` gave ER stress death 9.
Cc1ccc(C2(C)N(O)C(C)C(c3ccccc3)=[N+]2[O-])cc1 (stereo not drawn) was read as ER stress death -2.
COc1ccc(C2C(C(=O)OCCc3ccccc3)=C(C)NC3=C2C(=O)CCC3)cc1 (stereo not drawn) was read as ER stress death 8.
`COc1ccc(OC)c(/C=C2\SC(=S)N(NC(=O)c3ccccc3)C2=O)c1` gave ER stress death 8.
For CCc1nnc(NC(=O)c2cnccn2)s1 the results were ER stress death 6.
Screening O=c1oc2ccccc2cc1-c1nc2ccccc2s1 returned ER stress death 12.
CC(=O)NC1=NC(=O)/C(=C\c2ccc(I)o2)S1 was read as ER stress death 1.
Screening Cc1cccc(/C(N)=N/OC(=O)c2cccc(I)c2)c1 returned ER stress death -2.
For O=C(Nc1ccc2oc(-c3ccc(F)cc3Cl)nc2c1)c1ccc(Br)o1 the results were ER stress death 4.
Screening Cc1ccccc1N(CC(=O)NCCc1ccc(Cl)cc1)S(=O)(=O)c1ccccc1 returned ER stress death -1.
For CC(=O)Oc1ccc2nc(-c3ccc(C(C)(C)C)cc3)oc(=O)c2c1 the results were ER stress death 1.
COc1ccc(C(=O)N2CCN(Cc3ccc(OC)c(Br)c3)CC2)cc1 was read as ER stress death -1.
For CCCCC(=O)Nc1nnc(Cc2ccc(Cl)cc2Cl)s1 the results were ER stress death 8.
`O=C(Nc1cc(C(F)(F)F)ccc1Cl)c1ccc2c(c1)OCO2` gave ER stress death 14.
For CCc1ccc(NC2=C(Cl)C(=O)N(c3ccc(C)cc3)C2=O)cc1 the results were ER stress death 1.
`CCc1ccc(/C=C(/C#N)c2nc3ccc(C)cc3[nH]2)cc1` gave ER stress death 6.
Screening O=C(c1ccccc1F)N1CCN(c2cccc(Cl)c2)CC1 returned ER stress death 2.
`O=S(=O)(N/N=C/c1cccc(OC2CSC2)c1)c1ccccc1` gave ER stress death 0.
Screening CCOC(=O)c1ccc(-n2c(C)cc(C=C3C(=O)c4ccccc4C3=O)c2C)cc1 returned ER stress death 0.
Screening COC(=O)c1c(NC(=O)CCC(=O)O)sc(C)c1-c1ccc(C)cc1 returned ER stress death 0.
For CC1=NN(c2ccc(C)cc2)C(=O)C1C(c1ccccc1O)c1c(C)[nH]n(-c2ccc(C)cc2)c1=O (stereo not drawn) the results were ER stress death 5.
`Cc1ccc(-n2nc(C)c(-c3cccc([N+](=O)[O-])c3)c2C)cc1Cl` gave ER stress death 3.
For CCOC(=O)c1c(NC(=O)/C=C/c2ccc(OC)cc2)sc2c1CCCC2 the results were ER stress death -1.
For O=c1c2ccccc2nc(/C=C/c2c[nH]c3ccccc23)n1-c1ccc([N+](=O)[O-])cc1 the results were ER stress death 1.

Of the compounds above, these have two or more sulfur atoms:
c1ccc2sc(SCCCN3CCCCC3)nc2c1 was read as ER stress death -18.
Screening CS(=O)(=O)c1ccc2nc(NC(=O)COc3ccc(Cl)cc3Cl)sc2c1 returned ER stress death 0.
`COc1ccc(OC)c(/C=C2\SC(=S)N(NC(=O)c3ccccc3)C2=O)c1` gave ER stress death 8.
`O=S(=O)(N/N=C/c1cccc(OC2CSC2)c1)c1ccccc1` gave ER stress death 0.

(next part)
`COc1ccc([N+](=O)[O-])cc1NC1CCCC(C)C1` (stereo not drawn) gave ER stress death 8.
CCOC(=O)C(CNC(=O)c1ccccc1)(Oc1ccc(Cl)cc1)C(=O)OCC was read as ER stress death 0.
`CCOc1ccc2nc(SCC(=O)Nc3cc(C)ccc3C)sc2c1` gave ER stress death 12.
Screening COc1ccc(CC(=S)N2CCOCC2)cc1OC returned ER stress death 0.
For COc1ccc(C(=O)N2CCN(Cc3cccc(Oc4ccccc4)c3)CC2)cc1OC the results were ER stress death 53*.
For COc1ccc(O)c(-c2cc(-c3ccc(F)cc3)n[nH]2)c1 the results were ER stress death -20.
COC(=O)c1ccc(NC(=O)c2cncc(Br)c2)cc1 was read as ER stress death 0.
O=C(/C=C\Nc1ccc2c(c1)OCO2)c1ccc(F)cc1 was read as ER stress death -7.
For CCOC(=O)c1nnc2cc(-c3ccccc3)nn2c1C the results were ER stress death -4.
`O=C(Nc1ccccc1C(=O)NCCc1ccccc1)c1ccccc1Cl` gave ER stress death 6.
`O=C(NCCNc1ccc(Cl)cc1[N+](=O)[O-])c1cccnc1` gave ER stress death -2.
For COc1ccc(C2C3C(=O)N(c4ccccc4)C(=O)C3ON2c2ccccc2C)cc1 (stereo not drawn) the results were ER stress death 1.
`COc1ccccc1NC(=O)CC1S/C(=N\N=C(/C)c2ccc([N+](=O)[O-])cc2)NC1=O` (stereo not drawn) gave ER stress death 1.
`COc1cc(NC(=O)COc2ccc(Cl)cc2C)ccc1NC(=O)c1ccco1` gave ER stress death 1.
Screening Cc1cc(F)ccc1NCc1cccnc1 returned ER stress death 6.

An excerpt from above in order of molar mass, ascending:
`COc1ccc([N+](=O)[O-])cc1NC1CCCC(C)C1` (stereo not drawn) gave ER stress death 8.
For CCOC(=O)c1nnc2cc(-c3ccccc3)nn2c1C the results were ER stress death -4.
`COc1cc(NC(=O)COc2ccc(Cl)cc2C)ccc1NC(=O)c1ccco1` gave ER stress death 1.
For COc1ccc(C(=O)N2CCN(Cc3cccc(Oc4ccccc4)c3)CC2)cc1OC the results were ER stress death 53*.

(listing goes on)
For Brc1ccc(OCCCCCN2CCCCC2)cc1 the results were ER stress death -16.
COc1cc(/C=C2/SC(=S)N(C)C2=O)cc([N+](=O)[O-])c1O was read as ER stress death 2.
For Nc1ccccc1C(=O)N=Nc1c(O)[nH]c2ccccc12 the results were ER stress death -9.
`O=C(Nc1nnc(-c2ccco2)s1)c1cccc2ccccc12` gave ER stress death 1.
Screening C=COCCn1c2ccccc2c2cc(Br)ccc21 returned ER stress death 21.
Cc1ccc(C=C2C(=O)NC(=S)N(c3ccccc3Cl)C2=O)o1 was read as ER stress death 2.
For CCOC(=O)C(CC)Oc1ccc2c(C)c(CC)c(=O)oc2c1C (stereo not drawn) the results were ER stress death 2.
For CC(=O)Nc1ccc(-c2nc(-c3ccc4c(c3)C(=O)c3cc([N+](=O)[O-])ccc3-4)c(-c3ccccc3)[nH]2)cc1 the results were ER stress death 6.
For CC(C)(C)c1ccc(CSc2nnnn2-c2ccccc2)cc1 the results were ER stress death 1.
For Cc1ccc(C(=O)Nc2ccccc2)cc1 the results were ER stress death -9.
For CC(=O)N(C1=C(N2CCCC2)C(=O)c2ccccc2C1=O)C1CCCCC1 the results were ER stress death -9.
`CC(C)c1nnc(NC(=O)c2ccccc2)s1` gave ER stress death -5.
`COc1ccc(NC(=O)/C(=C\c2cccnc2)NC(=O)c2ccccc2)cc1` gave ER stress death 0.
For CC(C)(C#Cc1ccc(Br)cc1)OC(=O)Nc1cccc2ccccc12 the results were ER stress death 9.
Screening Cc1ccc(Cl)cc1NC(=O)c1ccc(N(Cc2ccccc2)S(C)(=O)=O)cc1 returned ER stress death 6.

Overlap with the part before: 3 entries; new compounds follow.
`COc1ccc(NC(=O)/C(=C\c2cccnc2)NC(=O)c2ccccc2)cc1` gave ER stress death 0.
For CC(C)(C#Cc1ccc(Br)cc1)OC(=O)Nc1cccc2ccccc12 the results were ER stress death 9.
Screening Cc1ccc(Cl)cc1NC(=O)c1ccc(N(Cc2ccccc2)S(C)(=O)=O)cc1 returned ER stress death 6.
Cc1cc(N2C(=O)NC(=O)/C(=C\c3sccc3C)C2=O)ccc1Br was read as ER stress death -4.
Screening Cc1ccc(C)n1-c1ccc(Nc2ccccc2)cc1 returned ER stress death -2.
`Cc1cccc(C)c1NC(=O)c1c(F)c(F)c(F)c(F)c1F` gave ER stress death -2.
`CC1(C)CC(=O)C(=Cc2cn(-c3ccccc3)nc2-c2cccs2)C(=O)C1` gave ER stress death 3.
Screening CCOC(=O)C1=C(O)/C(=C/c2ccc(OCC)cc2)SC1=Nc1ccc([N+](=O)[O-])cc1 returned ER stress death 5.
Screening COc1nc(-c2ccccc2)c2cc(C)ccc2n1 returned ER stress death 3.
For NC(=O)c1ccccc1NS(=O)(=O)c1ccc(F)cc1 the results were ER stress death 7.
C#CCOc1ccc(/C=C2\C(=O)NC(=O)N(c3cc(C)cc(C)c3)C2=O)cc1OCC was read as ER stress death -3.
NC(=O)c1c(NC(=O)c2ccccc2F)sc2c1CCCCCC2 was read as ER stress death 57*.
For CN1CCCC1=NC(=S)CN1CCCC1=S the results were ER stress death 9.
For O=C1c2ccccc2C(=O)C1C1=CC(c2ccccc2)C(c2ccccc2)N=N1 (stereo not drawn) the results were ER stress death -5.
`O=[N+]([O-])c1cc2c(cc1/C=N/n1cnnc1)OCO2` gave ER stress death 1.
`Oc1c(Br)cc2oc3c(c2c1/C=N/n1cnnc1)CCCC3` gave ER stress death 5.
Screening COc1ccc(Cl)cc1/C=C(/C#N)c1nc2ccccc2[nH]1 returned ER stress death -4.
Screening O=C1c2ccccc2C(=O)N1c1ncc(Cc2cccc(Cl)c2Cl)s1 returned ER stress death -1.
`O=C(Nc1cc([N+](=O)[O-])ccc1F)c1cccs1` gave ER stress death 3.
Screening CN1C(=O)/C(=C\c2cn(Cc3ccccc3)c3ccccc23)SC1=S returned ER stress death 8.
For CCOc1cc(C=O)ccc1OCc1c(F)cccc1Cl the results were ER stress death 12.
For CCN(CC)C(=S)Sc1nc(Nc2ccc(OC)cc2)nc(Nc2cccc([N+](=O)[O-])c2)n1 the results were ER stress death 3.
Screening CCCCCc1nc2sc3c(c2c(=O)n1N)CC(C)(C)OC3 returned ER stress death 0.
For O=C(CSc1nc2ccccc2s1)NNC(=S)Nc1ccc(Cl)cc1 the results were ER stress death 5.
For CCN(CC)S(=O)(=O)c1ccc(NC(=O)Nc2ccccc2)cc1 the results were ER stress death 1.
CN(C)c1cccc(C(=O)n2nnc3ccccc32)c1 was read as ER stress death 0.
Screening CCOc1ccc2nc(SCC(=O)Nc3ccc(C)cc3)sc2c1 returned ER stress death 4.
O=C(Nc1nc2ccc(Cl)cc2s1)c1ccccc1[N+](=O)[O-] was read as ER stress death 1.
For CN(Cc1ccccc1)C(=O)c1nn2c(C(F)(F)F)cc(-c3ccccc3)nc2c1Cl the results were ER stress death 12.
`Cc1ccc(-n2nc3ccc(NC(=O)C(C)C)cc3n2)cc1Cl` gave ER stress death 2.
Screening CCOP(=O)(OCC)/C(=C(\NC(=O)c1ccccc1)C(=O)Nc1ccc(Cl)cn1)c1ccccc1 returned ER stress death 10.
`Cc1cc([N+](=O)[O-])ccc1N/C=C/C(=O)c1ccc(Br)cc1` gave ER stress death -2.
`COc1cccc2c1CC/C(=C\c1ccc(N(C)C)cc1)C2=O` gave ER stress death -3.
`O=C(CN1C(=O)c2cccc([N+](=O)[O-])c2C1=O)N1CCc2ccccc2C1` gave ER stress death 3.
